FBW7 activator: human FBW7 E3 ligase activation, primary screen. Q969H0. AlphaScreen FBW7–phospho-cyclin E peptide binding, activator screen. normalized activity (activation), % at 26.1 µM. 650,000 compounds, 0.13% hits. AID 1259310; in the data active = normalized activity above about 1.9%;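 note: purified mutant Fbw7 with reduced substrate affinity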
Target sequence (Q969H0 whole entry, looked up): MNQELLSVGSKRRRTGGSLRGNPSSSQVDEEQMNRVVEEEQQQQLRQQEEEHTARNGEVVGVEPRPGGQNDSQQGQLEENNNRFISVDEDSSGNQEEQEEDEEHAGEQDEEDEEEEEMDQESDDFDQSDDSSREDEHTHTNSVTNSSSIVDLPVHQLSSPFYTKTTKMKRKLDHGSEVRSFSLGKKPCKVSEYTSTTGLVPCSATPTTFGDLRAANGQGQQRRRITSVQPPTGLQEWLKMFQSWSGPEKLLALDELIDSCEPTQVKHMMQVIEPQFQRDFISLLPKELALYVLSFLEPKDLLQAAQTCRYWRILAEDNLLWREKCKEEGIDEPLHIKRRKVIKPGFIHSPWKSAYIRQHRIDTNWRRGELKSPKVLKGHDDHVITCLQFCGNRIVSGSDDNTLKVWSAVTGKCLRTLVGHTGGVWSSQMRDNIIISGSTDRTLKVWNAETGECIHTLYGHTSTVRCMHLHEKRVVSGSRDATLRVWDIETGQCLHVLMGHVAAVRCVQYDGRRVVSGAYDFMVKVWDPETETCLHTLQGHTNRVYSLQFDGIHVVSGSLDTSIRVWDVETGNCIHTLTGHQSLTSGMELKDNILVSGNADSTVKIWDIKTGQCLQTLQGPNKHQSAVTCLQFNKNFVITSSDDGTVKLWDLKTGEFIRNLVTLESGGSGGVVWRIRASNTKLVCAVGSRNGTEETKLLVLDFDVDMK
GPR151 ag: activators of human GPR151; 650,000 compounds, 1% hits; AID 1508602; Q8TDV0; PathHunter beta-arrestin GPR151 cells, luminescence; activation, % at 11.2 µM; in the data active = activation above about 4.9%;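 note: 0% = median of compound wells and 100% = cells with positive control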
Target sequence (Q8TDV0 whole entry, looked up): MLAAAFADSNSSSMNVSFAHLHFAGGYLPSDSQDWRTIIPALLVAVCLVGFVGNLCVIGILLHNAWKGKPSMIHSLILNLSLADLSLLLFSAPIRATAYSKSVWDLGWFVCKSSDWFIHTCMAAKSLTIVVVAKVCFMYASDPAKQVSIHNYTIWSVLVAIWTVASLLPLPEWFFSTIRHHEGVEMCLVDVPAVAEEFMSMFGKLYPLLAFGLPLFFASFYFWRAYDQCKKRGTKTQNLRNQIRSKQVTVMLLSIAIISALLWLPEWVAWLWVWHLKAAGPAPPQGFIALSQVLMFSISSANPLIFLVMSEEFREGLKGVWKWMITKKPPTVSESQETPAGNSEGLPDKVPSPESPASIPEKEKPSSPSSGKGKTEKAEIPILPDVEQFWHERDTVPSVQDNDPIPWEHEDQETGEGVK
MITF primary: human MITF inhibition, primary screen; inhibition, % at 2.6 µM; AID 1259374; O75030; 650,000 compounds, 0.91% hits; AlphaScreen MITF homodimerization, bead proximity signal; in the data active = inhibition above about 50%;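 note: 0% = vehicle wells with protein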
TEAD-YAP block: TEAD-YAP interaction inhibition; 640,000 compounds, 1.4% hits; HEK-TIYL cells, TEAD-Gal4/YAP UAS-luciferase luminescence; inhibition, % at 9.12 µM; AID 1259422; in the data active = inhibition above about 32%;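 note: 0% = median of test compound wells and 100% = reference inhibitor wells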
The depositor's hits bear a star.

Each structure is followed by: FBW7 activator | GPR151 ag | MITF primary | TEAD-YAP block
> COc1ccc2cc(-c3nc(-c4ccccc4)c4cc(Cl)ccc4n3)c(=O)oc2c1
→ 0.3 | -0.7 | 16 | 1
> Cc1ccc(Nc2ncnc3nc[nH]c23)cc1Cl
→ 0.0 | -3.1 | -2 | -28
> O=C1NC(=Nc2ccc(F)cc2)S/C1=C\c1ccccc1Cl
→ 0.2 | -1.7 | 1 | 3
> Nc1nc(NCCO)cc(-c2ccc(N3CCOCC3)nc2)n1
→ 0.1 | 2.2 | 8 | -11
> CC(C)OC(=O)c1c(-c2ccc(F)cc2)csc1N
→ -0.1 | 3.2 | 13 | 5
> COc1ccc(CN2C(=O)CC[C@@H]3CN(CC(C)C)CC[C@@H]32)cc1
→ -0.1 | 0.7 | -4 | 3
> O=C1N(c2ccccc2)C[C@@H]2C[C@@H](c3cccn3-c3cccnc3)N3CCC[C@@]123
→ 0.0 | 0.3 | -1 | -4
> CCCS(=O)(=O)c1ccc(COc2ccc(NC(C)=O)cc2)cc1
→ 0.1 | -1.5 | 6 | 23
> COc1ccc(OCCCC(=O)Nc2ccc(C(C)=O)cc2)cc1
→ -0.2 | 1.5 | 12 | 6
> O=C(Nc1ccc2[nH]ncc2c1)C1CCN(C(=O)[C@H](O)CSc2ccc(Br)cc2)C1 (stereo partly specified)
→ 0.2 | -1.2 | 7 | -13
> Oc1oc(-c2ccccc2Br)nc1C=Nc1cccc(F)c1
→ 0.0 | 0.2 | 11 | -16
> C/C(=N\NC(=O)CSc1nc(C)cc(C)n1)c1ccc(N)cc1
→ 0.2 | 2.5 | 3 | -4
> CCN(CC(=O)Nc1ccc(I)cc1)c1ccccc1
→ -0.1 | -0.5 | 11 | -18
> O=C1OC(c2ccc(Br)cc2)=N/C1=C1/OC(=O)c2ccccc21
→ 0.1 | -2.2 | 1 | -28
> COc1ccccc1NC(=O)N(C)CC(=O)Nc1ccc(C)cc1
→ 0.3 | -0.1 | -9 | 6
> Cn1nc(-c2ccc(Cl)cc2)c2cc(C(=O)NCCN3CCOCC3)sc21
→ 0.1 | -0.2 | 13 | -1
> O=c1oc(-c2cccc(Oc3ccc([N+](=O)[O-])cc3)c2)nc2ccccc12
→ -0.1 | 0.3 | 1 | -1
> COc1cccc(NC(=O)CSc2nc3c(sc(=S)n3-c3ccccc3C)c(=O)n2-c2ccc(F)cc2)c1
→ -0.1 | -0.1 | 6 | -1
> CCN(CC)c1ccc(C2C3=C(CCCC3=O)Nc3c2c(=O)n(C)c(=O)n3C)cc1 (stereo unspecified)
→ 0.3 | -0.2 | -8 | 10
> CCCCNC(=O)C1CCCN(S(=O)(=O)c2c(C)noc2/C=C/c2cccs2)C1 (stereo unspecified)
→ 0.8 | 0.7 | 8 | 15
> Cc1nc2sccn2c(=O)c1S(=O)(=O)NCC(C)c1ccccc1 (stereo unspecified)
→ 0.9 | -0.8 | 18 | -4
> O=C1CCCc2c1nc(-c1cccc(Cl)c1)n2O
→ -0.1 | -0.6 | 6 | -2
> CCOc1ccc(C(=O)CC(NCc2ccccc2)C(=O)O)cc1 (stereo unspecified)
→ 0.0 | -0.2 | 2 | 6
> O=c1cc(CSc2nnc3c(n2)[nH]c2ccc(S(=O)(=O)N4CCCCC4)cc23)nc2ccccn12
→ 0.4 | 0.5 | 10 | 5
> CCCC(Nc1cccc(Cl)c1)N1C(=O)CCC1=O (stereo unspecified)
→ -0.1 | 0.1 | -4 | -5
> CC1(C(=O)NCc2cccs2)CC1(Cl)Cl (stereo unspecified)
→ -0.1 | 0.1 | 11 | -3
> CCN(CC)S(=O)(=O)c1cc(-c2n[nH]c(=O)c3ccccc23)ccc1C
→ -0.1 | -0.1 | 3 | -10
> COC(=O)C1=C(C)N=c2s/c(=C3\C(=O)Nc4ccccc43)c(=O)n2C1c1ccccc1 (stereo unspecified)
→ -0.1 | -0.6 | -4 | 5
> CCCC(=O)N(CCc1ccc(OC)cc1)Cc1nc2ccccc2c(=O)[nH]1
→ -0.1 | 1.8 | -7 | 4
> Cc1occc1C(=O)NC1CCCc2ccccc21 (stereo unspecified)
→ 0.0 | 0.2 | 13 | 1
> Cn1nc(C(=O)Nc2ccccc2)cc1C(=O)Nc1ccccc1
→ 0.1 | 0.7 | 3 | -4
> COCCOC(=O)C1=C(C)NC2=C(C(=O)CC(c3ccccc3)C2)C1c1cc2c(cc1Cl)OCO2 (stereo unspecified)
→ 0.3 | -1.0 | -18 | 18
> CCOC(=O)c1c(C)[nH]c(/C=C(\C#N)C(N)=NCc2ccccc2)c1O
→ 0.0 | -0.9 | 3 | -3
> O=C(c1nc2ccccn2c1CNCc1cccc(-n2cccn2)c1)N1CCCC1
→ 0.1 | -0.9 | 22 | 6
> NS(=O)(=O)c1ccc(CCNC(=O)NC2CC(=O)N(c3ccc(F)cc3)C2)cc1 (stereo unspecified)
→ 0.7 | 3.3 | 2 | 7
> CCCCOc1cccc(C2Nc3ccccc3NC3=C2C(=O)CC(C)(C)C3)c1 (stereo unspecified)
→ 0.0 | 0.1 | 3 | 3
> COc1ccc(C(=O)/C=C/c2cc(OC)c(O)c(OC)c2)c(F)c1
→ 0.1 | 0.2 | -1 | 1
> CCOC(=O)C(NC=O)C(OC(=O)CC1c2ccccc2-c2ccccc21)c1ccccc1 (stereo unspecified)
→ 0.1 | 1.4 | 5 | 11
> CCSCCOC(=O)C1=C(C)NC2=C(C(=O)CCC2)C1c1ccc(OC)c(O)c1 (stereo unspecified)
→ 0.3 | -1.3 | 0 | 11
> CC(Nc1nc2nonc2nc1N1CCCCCC1)c1cnn(C)c1 (stereo unspecified)
→ 0.1 | -0.5 | -1 | -20
> COCCN1C(=O)c2[nH]nc(-c3ccccc3O)c2C1c1ccc(OC)c(OC)c1 (stereo unspecified)
→ 0.0 | 1.7 | 7 | 6
> CN1CCCCCC1=NC(=S)CN1CCCC1=S
→ -0.2 | 0.6 | -14 | -5
> COc1cc(CN2CCN(Cc3ccsc3)C(CCO)C2)ccc1F (stereo unspecified)
→ -0.2 | -0.9 | 3 | -3
> CNC(=O)Cc1csc(NC(=O)Cn2ccc3ccccc32)n1
→ 0.0 | -1.2 | 3 | 3
> CCn1c(C(=O)O)c(CC(=O)Nc2ccc(OC)c(OC)c2)c2ccccc21
→ 0.1 | -1.0 | 4 | 6
> O=C1N[C@@H](Cc2ccccc2)C(=O)N2C[C@@H](NCc3cccc(Cl)c3)C[C@@H]12
→ -0.1 | 1.7 | -3 | -4
> Cc1[nH]c2ccccc2c1CCNC(=O)c1c(Cl)cccc1Cl
→ -0.1 | 1.2 | 5 | -3
> COc1cccc(C2C(C(N)=O)=C(C)Nc3nc(-c4cccs4)nn32)c1OC (stereo unspecified)
→ -0.2 | 1.1 | -5 | 5
> O=C(Nc1ccnn1C1CCN(C(=O)c2ccc(C(F)(F)F)cc2)CC1)C1CC1
→ -0.1 | 0.8 | -1 | -3
> N#Cc1cccc(N=c2oc3ccc(Br)cc3cc2C(=O)Nc2ccccc2)c1
→ -0.1 | -0.4 | -4 | 2
> CCOC(=O)c1c(NC(=O)c2cncc(Br)c2)sc2c1CCC2
→ 0.2 | 0.0 | -2 | 5
> O=[N+]([O-])c1ccc(-c2nc(C=Nc3ccc(I)cc3)c(O)o2)cc1
→ 0.8 | -1.7 | 7 | 7
> C/C(CC(=O)Nc1cccc2c1CCCC2)=N\NC(=O)c1ccccc1C
→ 0.2 | -0.1 | 7 | -16
> O=S(=O)(c1ccc(Cl)cc1)N1CCN(Cc2ccsc2)CC1
→ 0.0 | 4.0 | 43 | -2
> CCOc1ccccc1NC(=O)NCCNc1cc(-n2cccn2)ncn1
→ 0.0 | -1.6 | 6 | -6
> O=C(OCC(F)(F)C(F)F)c1ccc(C(=O)OCC(F)(F)C(F)F)cc1
→ -0.3 | -0.5 | -14 | -3
> COc1ccccc1C1(CCN2C(=O)CCC2=O)CCOC(C)(C)C1 (stereo unspecified)
→ -0.2 | 0.1 | 9 | 5
> Cc1ccc(CSc2nc(=O)[nH]c3c2CCC3)cc1
→ 0.0 | 0.8 | 5 | 5
> CC1CCc2c(sc3nc4c5ccccc5c(Cl)nn4c(=O)c23)C1 (stereo unspecified)
→ 0.1 | 0.2 | -3 | -9
> CCN(CC)S(=O)(=O)c1ccc(C(=O)Nc2nc(-c3ccc(C)cc3C)cs2)cc1
→ 0.2 | -2.0 | -2 | 7

Next compounds:
Molecule,FBW7 activator,GPR151 ag,MITF primary,TEAD-YAP block
COc1cc(NC(=O)c2sc3nc4cc5c(cc4cc3c2N)OCO5)cc(OC)c1,-0.2,0.8,10,-2
CCCOc1ccc(C2C(C(=O)OC)=CN(C(C)C)C=C2C(=O)OC)cc1OC,0.2,0.6,0,-3
CC1CCCC(NC(=O)C2N(CCCN(C)C)C(=O)C3C(C(=O)Nc4cc(Cl)cc(Cl)c4)C4C=CC32O4)C1C (stereo unspecified),0.1,-0.5,-8,-5
COC(=O)c1ccc(CN2CCC(N(Cc3cccnc3)C(=O)NC(C)C)CC2)cc1,0.0,1.0,2,9
COc1ccc(Cl)cc1C(=O)NC(=S)Nc1ccc(Cl)cn1,0.2,1.1,-5,-2
CCCCS(=N)(=O)CC[C@H](N)C(=O)O (stereo partly specified),0.0,-0.4,-18,-6
CCCCCCOc1ccc(/C=C/C(=O)Nc2ccc(S(N)(=O)=O)cc2)cc1OC,-0.1,0.0,9,5
CCCCS(=O)(=O)N1CCN(c2ccc(Nc3cccc(C)n3)nn2)CC1,0.0,-0.7,-10,-4
CC1(C(=O)NC2CCCC2)CCC(=O)N1CCc1ccccc1 (stereo unspecified),-0.2,-0.4,1,16
COc1ccc(NC(=O)C2=C(C)NC(=O)NC2c2cccc(O)c2)cc1 (stereo unspecified),0.5,-1.1,19,-10
COc1ccccc1OCCOCCOc1ccc(F)cc1,-0.1,0.8,-13,-1
CC(=O)c1cccc(NC(=O)CSc2nnnn2Cc2ccccc2)c1,-0.1,0.4,3,-2
CCCCNc1nc2ccccc2c2nc(CCc3c(C)n[nH]c3C)nn12,0.1,2.2,10,-6
NC(=O)c1ccc(-c2cc(Nc3ccc(N4CCOCC4)cc3)ncn2)cc1,-0.2,-0.6,25,23
CCC(CO)NC(=O)c1ccc([N+](=O)[O-])cc1 (stereo unspecified),0.1,-0.9,0,8
Cc1[nH]c2ccccc2c1C(c1cc(O)ccc1Br)c1c(C)[nH]c2ccccc12,-0.1,-1.5,-4,-12
Cc1ccccc1C(=O)Nc1ccc(-c2ccc(N3CCN(C)CC3)nn2)cc1,0.0,-0.8,3,-13
CN1C/C(=C/c2cccnc2)C(=O)/C(=C/c2cccnc2)C1,-0.1,0.3,-4,74*
COc1ccc(C2CC(c3cccs3)=NN2C(=O)CSc2nnc(CNC(=O)c3cccc(OC)c3)n2-c2ccc(F)cc2)cc1 (stereo unspecified),-0.2,-0.4,1,10
Cc1cnc(-c2ccc(C(N)=O)cc2)nc1NCc1cccnc1,0.0,-2.8,2,1
CCOC(=O)c1c(-c2ccccc2)csc1N1C(=O)Nc2ccccc2N1O,-0.2,0.5,-5,-5
Cc1c(Cl)cccc1NC(=S)NCc1ccc(S(N)(=O)=O)cc1,-0.1,-1.5,-10,7
Cc1cccc(NS(=O)(=O)c2cc(C(=O)N3CCCC3)ccc2Cl)c1,0.0,1.1,6,3
OC1CCN(c2ccnc3c(-c4ccccc4Cl)cnn23)CC1,-0.3,0.6,-13,-47
c1ccc2[nH]c(CNc3nc(N4CCC(N5CCOCC5)CC4)nc4c3ncn4C3CCCCC3)nc2c1,0.3,0.5,14,-1

Six compounds from above, sorted by number of heavy atoms, descending:
Molecule,FBW7 activator,GPR151 ag,MITF primary,TEAD-YAP block
COC(=O)c1ccc(CN2CCC(N(Cc3cccnc3)C(=O)NC(C)C)CC2)cc1,0.0,1.0,2,9
Cc1[nH]c2ccccc2c1C(c1cc(O)ccc1Br)c1c(C)[nH]c2ccccc12,-0.1,-1.5,-4,-12
NC(=O)c1ccc(-c2cc(Nc3ccc(N4CCOCC4)cc3)ncn2)cc1,-0.2,-0.6,25,23
CCCCNc1nc2ccccc2c2nc(CCc3c(C)n[nH]c3C)nn12,0.1,2.2,10,-6
COc1ccc(NC(=O)C2=C(C)NC(=O)NC2c2cccc(O)c2)cc1 (stereo unspecified),0.5,-1.1,19,-10
COc1ccc(Cl)cc1C(=O)NC(=S)Nc1ccc(Cl)cn1,0.2,1.1,-5,-2

Next part.
Molecule,FBW7 activator,GPR151 ag,MITF primary,TEAD-YAP block
Cc1ccc(-c2nc(NC(=O)c3cc4ccccc4o3)sc2C)cc1,0.0,1.1,2,2
CCN(CC)C(=O)CSc1nnc(-c2ccncc2)n1C,0.6,-1.9,9,9
O=C(CN1C(=O)CSCC1=O)Nc1ccccc1,1.0,-1.7,17,-1
Cc1ccc(-n2[nH]c(C)c(C=Nc3ccc(S(=O)(=O)N(C)C)cc3)c2=O)cc1,0.1,-1.6,12,4
Cc1cnc(N2CCC(N3CCOCC3)CC2)nc1NCCCN1CCCC1=O,0.2,0.6,6,13
Cc1cc(Cl)ccc1NC(=O)COC(=O)c1nc2nccc(C)n2n1,1.0,-2.2,13,15
O=C(Nc1ccccc1-c1ccccc1NC(=O)c1ccccc1Cl)c1ccccc1Cl,-0.2,-0.7,3,-4
O=C1Cc2cc(NC(=O)C3(c4cccs4)CCCC3)cc3c2N1CCC3,-0.2,-0.7,6,-4
COc1ccc(-n2ncc3c(Nc4ccc(Br)cc4)ncnc32)cc1,-0.1,2.8,1,3
COc1ccc(CCn2c(SCC(=O)C(C)(C)C)nc3ccccc3c2=O)cc1OC,-0.1,0.2,17,14
CN(C)c1ccc(C2C(C#N)=C(N)Oc3c2sc2ccccc32)cc1 (stereo unspecified),-0.4,-0.9,1,-3
OC(COc1ccc(Br)cc1)CN1CCCCCC1 (stereo unspecified),0.1,-0.9,16,-2
O=C(Nc1ccc(F)c(Cl)c1)c1cncc(Br)c1,0.0,0.6,0,-2

Compound activity as filed in PubChem.
